Screening data: PubChem BioAssay, several laboratories
E-sel TNF inh – E-selectin induction blockers in HUVEC – imaging, immunofluorescence, high content, primary screen; HUVEC TNFa-induced E-selectin immunofluorescence; AID 1246, 2008; inhibition, % at 2 µM; 0.71% of 120,000 active;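 active = inhibition above the batch mean plus 3 SD, and confirmed as a hit on visual image review, cut at about 43% in these data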;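 note: 0% = TNF-stimulated DMSO wells and 100% = unstimulated control wells; not every result past the cut was called active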
MRP-1 activ – H69AR viability gain despite doxorubicin, primary screen, MRP-1 activator project, H69AR cells, CellTiter-Glo; 0.61% of 140,000 active; AID 799, 2007; viability increase, % at 10 µM; viability rescue;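 active = viability gain under doxorubicin at or above a set limit, the compound median plus 3 SD, cut at about 4.7% in these data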;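 note: MRP-1 overexpressing cells given doxorubicin 25 µM after compound pretreatment; 18-22 h compound pretreatment then 72 h with doxorubicin before readout; 0% = doxorubicin-only wells and 100% = vehicle-treated cells without doxorubicin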
Yeast lifespan up – compounds extending yeast replicative lifespan, primary screen, S. cerevisiae, OD615; S. cerevisiae growth with nicotinamide; deaD strain in restrictive glucose medium; inhibition of the nicotinamide effect, % at 10 µM; 0.68% of 130,000 active;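 active = inhibition above a set limit, placed 3 SD over the median of all compounds, cut at about 26% in these data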;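 note: 0% = nicotinamide-treated wells and 100% = cells grown without nicotinamide; some compounds called inactive have numbers as strong as hits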
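Assay system: engineered S. cerevisiae DeaD replicative-lifespan strain, galactose-grown log-phase cells; Buffer or medium: CSMM-D glucose medium, restrictive; Probe or stimulus: nicotinamide 1.5 mM; Compound: single dose 10 µM compound, 0.25% DMSO; Schedule: 4 h preincubation then 48 h treatment at 30 °C; Technique: OD615 measurement.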
BB579 growth dn – growth inhibitors of yeast BB579 in restrictive medium, primary screen, yeast lifespan-shortening project, S. cerevisiae; 0.51% of 140,000 active; AID 804, 2007; OD615, 48 h; inhibition, % at 10 µM;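 active = inhibition above a set limit, 3 SD over the mean compound inhibition, cut at about 44% in these data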; note: inactives centre near -24
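System: Saccharomyces cerevisiae DeaD strain BB579, replicative lifespan model yeast | Buffer or medium: Restrictive glucose-based CSMM-D medium | Times: 4 h preincubation and 48 h exposure at 30 °C | Detection: OD615 turbidity measurement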
PTEN del growth – growth suppression of PTEN-null HCT116, primary screen, cell-based, CellTiter-Glo | HCT116 PTEN-null viability, 60 h; hits give low values | viability, % at 10 µM | 1.2% of 140,000 active | AID 827, 2007;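 active = viability at or below a set limit, 4 SD under the median of all tested compounds, cut at about 3.7% in these data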;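 note: PTEN knockout HCT116 line with beta catenin targeted HCT116 as companion control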
GALR2 antag – GALR2 antagonists in receptor-expressing cells, primary screen | AID 828, 2007 | Galanin receptor type 2 (Homo sapiens), O43603 | inhibition, % at 4 µM | antagonist mode | 0.39% of 140,000 active; in the data active = inhibition above about 27%;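 note: cells stimulated with galanin 1-16 at roughly its EC80; 0% = agonist challenge control and 100% = basal control without agonist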
Target sequence (O43603 whole entry, looked up): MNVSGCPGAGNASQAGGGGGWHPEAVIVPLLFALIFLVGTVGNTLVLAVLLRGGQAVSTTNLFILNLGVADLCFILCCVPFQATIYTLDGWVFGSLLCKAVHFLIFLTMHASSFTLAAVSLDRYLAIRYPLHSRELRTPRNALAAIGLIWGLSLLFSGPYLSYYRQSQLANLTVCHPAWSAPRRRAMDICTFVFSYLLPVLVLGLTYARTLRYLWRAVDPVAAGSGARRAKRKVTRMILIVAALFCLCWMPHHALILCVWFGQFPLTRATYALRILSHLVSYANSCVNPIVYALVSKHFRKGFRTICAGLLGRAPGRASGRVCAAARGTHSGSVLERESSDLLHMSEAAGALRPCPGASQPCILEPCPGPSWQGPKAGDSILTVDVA
bCat KO growth – primary screen for growth suppressors in beta-catenin knockout HCT116 cells (colon tumor, human); HCT116 beta-catenin knockout viability, CellTiter-Glo, 60 h; hits give low values; viability, % at 10 µM; 1.5% of 140,000 active; AID 818, 2007;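 active = viability at or under a set limit, the compound median less 4 SD, cut at about 6% in these data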;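 note: 0% = Hyamine 1622 control at 20 µM and 100% = untreated cell control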
NPY Y2 blocker – NPY-Y2 receptor antagonists, primary screen, cell-based; Neuropeptide Y receptor type 2 (Homo sapiens), P49146; NPY-Y2 expressing cells, antagonist mode; inhibition, % at 2.7 µM; 0.99% of 140,000 active; AID 793, 2007; in the data active = inhibition above about 17%;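 note: 0% = vehicle with agonist challenge and 100% = reference antagonist with challenge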
Target sequence (P49146 whole entry, looked up): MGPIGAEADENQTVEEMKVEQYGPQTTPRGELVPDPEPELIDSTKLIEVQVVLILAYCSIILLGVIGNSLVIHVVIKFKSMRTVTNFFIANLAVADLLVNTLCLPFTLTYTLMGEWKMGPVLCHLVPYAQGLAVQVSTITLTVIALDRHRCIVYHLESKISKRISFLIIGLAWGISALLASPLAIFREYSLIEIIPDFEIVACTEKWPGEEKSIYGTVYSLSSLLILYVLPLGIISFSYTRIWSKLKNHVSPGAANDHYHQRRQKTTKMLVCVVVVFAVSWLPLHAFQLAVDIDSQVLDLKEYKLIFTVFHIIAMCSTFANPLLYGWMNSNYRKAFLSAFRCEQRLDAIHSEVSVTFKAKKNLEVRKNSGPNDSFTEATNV
Phagocyt inh – inhibitors of macrophage phagocytosis, primary screen, imaging, J774A.1 cells, IgG beads. AID 1029, 2008. J774A.1 macrophage IgG-bead phagocytosis. inhibition, % at 5 µM. 0.07% of 110,000 active;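 active = inhibition above the mean of the plate negative controls plus 5 SD, cut at about 13% in these data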;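 note: phagocytic index as fraction of beads internalized from green versus red external bead signal; plate controls were DMSO negative control for no effect and cytochalasin-D positive control for full effect; some results beyond the cut were filed as inactive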
Measles CPE – compounds protecting cells from measles virus cytopathic effect, primary screen, measles RdRp inhibitor project, single point, MLSMR library, absorbance | protection (pct of control), % at 4 µM | 1.5% of 140,000 active | Measles virus-infected cells, CPE protection | AID 841, 2007; in the data active = protection mostly above about 24%, no sharp cut-off; inactive = mostly below about 26%; note: some compounds called inactive have numbers as strong as hits
* hit, by the source's call; / = not tested or not shown; & = joins results of further samples. Outcome played no part in choosing rows; overall some 6.1% were active at least once.

cpd | mol | E-sel TNF inh | MRP-1 activ | Yeast lifespan up | BB579 growth dn | PTEN del growth | GALR2 antag | bCat KO growth | NPY Y2 blocker | Phagocyt inh | Measles CPE
1 | CC1=[N+](C)N(c2ccccc2)C(=O)C1N=Cc1c(Cl)cccc1Cl (configuration not stated) | 22 | 2.1 | 35* | -8 | 95 | -3 | 95 | 3 | / | 31
2 | CCOC(=O)c1sc(NC(=O)C2CC2)nc1C | / | 0.1 | -10 | -55 | 94 | 1 | 95 | 3 | 0 | 3
3 | COC(=O)C1=C(N)Oc2cc(C)[nH]c(=O)c2C1c1cccnc1 (configuration not stated) | 57 | 0.1 | -12 | -57 | 102 | -5 | 103 | -1 | -1 | 4
4 | COc1ccccc1C(=O)Nc1c(C)n(C)n(-c2ccccc2)c1=O | 43 | -1.9 | -17 | -15 | 86 | -5 | 98 | -2 | 1 | 6
5 | N#C/C(=C\c1ccco1)C(=O)Nc1cccc2ncccc12 | / | 0.1 | -4 | -13 | 110 | 13 | 101 | -1 | -14 | 4
6 | NS(=O)(=O)c1ccc(NC(=O)CCC2CCCCC2)cc1 | / | -0.6 | -2 | -28 | 94 | -12 | 100 | 3 | 0 | 13
7 | CCOc1ccc2nc(SCc3cccc(C)c3)nc(C)c2c1 | 7 | -0.1 | 5 | -14 | 99 | -4 | 89 | 4 | -5 | 5
8 | N/C(Cc1cccs1)=N\OC(=O)COc1ccccc1 | 10 | 2.0 | -16 | 5 | 96 | -14 | 97 | 3 | 1 | 16
9 | O=C(CCc1c[nH]c2ccccc12)NCc1ccc2c(c1)OCO2 | -1 | -0.2 | -5 | -15 | 103 | -13 | 98 | 1 | 1 | 9
10 | CCOC(=O)C(NC(=O)CC)(N1CCc2ccccc2C1)C(F)(F)F (configuration not stated) | -44 | -3.4 | -14 | 16 | 88 | -6 | 87 | -3 | / | 4
11 | CCn1c(SCC(=O)Nc2cccc(C)n2)nnc1-c1ccco1 | -46 | 0.5 | -12 | 0 | 111 | -9 | 104 | 2 | 0 | 5
12 | O=C(CN(C(=O)CCC(=O)Nc1nccs1)c1ccc2c(c1)OCO2)NCC1CCCO1 (configuration not stated) | / | -2.3 | 5 | -43 | 92 | 11 | 87 | 7 | 0 | 5
13 | CC(=C/c1ccccc1)/C=N/n1cnnc1 | -12 | -0.4 | -27 | 15 | 94 | 0 | 100 | 0 | / | 13
14 | COc1ccc(NC(=O)N2CCN(CCC#N)CC2)cc1 | 7 | 0.3 | -7 | -29 | 99 | -3 | 96 | -1 | -1 | 19
15 | CC(C)(C)n1nnnc1C(c1ccc2ncccc2c1)N1CCSCC1 (configuration not stated) | -3 | -0.4 | -13 | -42 | 93 | 2 | 83 | 1 | / | 9
16 | c1ccc2c(c1)OCCOCCOCCOCCOc1ccccc1OCCOCCOCCO2 | / | -2.0 | 3 | -32 | 38 | 9 | 36 | 5 | -4 | 47*
17 | Cc1ccc(-c2nnn(CC(=O)N(Cc3cccs3)C(C(=O)NC3CCCC3)c3ccco3)n2)o1 (configuration not stated) | -6 | -1.6 | -1 | -64 | 68&63 | 5 | 56 | 15 | -1 | 5
18 | Cc1ccc(S(=O)(=O)Oc2ccc(C3C4=C(CCCC4=O)OC4=C3C(=O)CCC4)cc2)cc1 | 25 | -2.4 | -20 | -39 | 65 | 1 | 71 | 1 | / | 10
19 | CCc1ccc(CCC(=O)Nc2ccc(S(N)(=O)=O)cc2)o1 | -8 | -0.7 | -12 | 20 | 97 | 5 | 98 | 5 | -1 | 5
20 | CCOC(=O)c1cnc(SCc2cccc3ccccc23)nc1N | 6 | 2.3 | -5 | -7 | / | 0 | 96 | 7 | 0 | 15
21 | COc1ccc(/C=C/C(=O)NCc2cnn(C)c2C)cc1COc1ccc(Br)cc1 | 6 | 5.3* | -25 | -56 | 76 | -19 | 82 | -1 | / | 1
22 | Cc1ccnc(NS(=O)(=O)c2ccc(NC(=O)c3ccc(S(=O)(=O)N4CCOCC4)cc3)cc2)n1 | 1 | 0.0 | 1 | -15 | 98 | -3 | 97 | -1 | -3 | 6
23 | O=C(Nn1c(=S)[nH]c2ccccc2c1=O)c1ccncc1 | / | -3.5 | -5 | -17 | 90 | 4 | 90 | 1 | -1 | 6
24 | Cc1cccc(NC(=O)NCC(c2cccnc2)N2CCOCC2)c1 (configuration not stated) | / | -1.4 | 2 | -34 | 87 | 0 | 78 | 3 | / | 6
25 | CCC(C)NC(=O)c1n[nH]c(=O)c2ccccc12 (configuration not stated) | -25 | 0.6 | -9 | -32 | 98 | 5 | 102 | 1 | / | 13
26 | O=C(Nc1ccncc1)Nc1ccc(F)cc1F | -10 | 1.9 | -14 | -40 | 84 | 14 | 80 | -3 | 0 | 18
27 | Cc1ccc(-c2nn3nnnc3c3ccccc23)cc1C | -37 | -1.6 | -7 | -21 | 81 | 0 | 90 | 2 | / | 10
28 | COC(=O)c1c(C(=O)OC)c(-c2ccc(C)cc2)n2c1CS(=O)C2 (configuration not stated) | 21 | -4.0 | -5 | -33 | 95 | -3 | 95 | -1 | 0 | 5
29 | Cc1cc(N2CCC(C)CC2)nc(-n2nc(C)cc2C)n1 | 1 | -6.1 | -10 | 5 | 49 | -12 | 37 | 1 | -1 | 17
30 | CCOC(=O)Cc1csc(NC(=O)c2c(-c3c(Cl)cccc3Cl)noc2C)n1 | 10 | -1.8 | -14 | -49 | 62 | 10 | 75 | 2 | / | 19
31 | O=C(N/N=C\c1ccc(COc2ccc([N+](=O)[O-])cc2)o1)c1ccc(Cl)cc1 | 5 | -4.9 | -5 | -22 | 85 | 7 | 75 | 5 | -2 | 21
32 | O=c1c2ccccc2sn1-c1ccccc1 | 5 | -5.8 | 41* | -7 | 47 | 14 | 10 | 1 | 1 | 5
33 | CCN(CC)CCCNc1nc2cc(OC)c(OC)cc2c2nc(-c3cccnc3)nn12 | 3 | -5.4 | -4 | 7 | 1.6* | -14 | 1.7* | 4 | / | 8
34 | O=C(COc1cccc(-n2cnnn2)c1)Nc1ccccc1 | 29 | 0.8 | / | -32 | 102 | -4 | 97 | 1 | / | 4
35 | CCOC(=O)c1cn(CC(=O)Nc2ccc(C)cc2)nn1 | / | -2.6 | -16 | -41 | 87 | -6 | 104 | 3 | 4 | 18
36 | C[C@@H](C(=O)NCc1ccccc1)N1C(=O)C2CC=CCC2C1=O (some centres not stated) | 8 | -3.1 | -3 | -18 | 106 | 4 | 96 | 1 | 5 | 6
37 | CCN1CCCC1CNC(=O)CN1C(=O)COc2ccc(C)cc21 (configuration not stated) | -47 | -1.5 | -5 | 3 | 92 | 6 | 107 | 2 | 0 | 9
38 | O=C(CNC(=O)c1ccccc1)Nc1cccc(C(F)(F)F)c1 | / | 3.7 | -1 | -25 | 97 | 4 | 94 | 2 | -9 | 1
39 | CCCCC(c1nnnn1C1CCCC1)N1CCN(C(=O)c2ccco2)CC1 (configuration not stated) | -15 | -3.9 | -3 | -26 | 97 | 0 | 92 | 2 | -1 | 3
40 | CC1(C)CC2CC(C)(CN2S(=O)(=O)c2cccc(N)c2)C1 (configuration not stated) | -1 | -0.9 | / | -50 | 96 | -1 | 96 | 3 | / | 6
41 | Nc1nncn1C(=O)CCc1ccccc1 | -3 | -0.9 | -14 | 14 | 103 | -9 | 100 | -1 | 3 | 11
42 | Cc1sc2ncn(CC(=O)NCc3ccccn3)c(=O)c2c1S(=O)(=O)N1CCOCC1 | -7 | -2.0 | -8 | 2 | 72 | -10 | 82 | 3 | / | 8
43 | Cc1cc(Cl)ccc1OCC(=O)NCCOc1nc(N2CCOCC2)nc(N2CCOCC2)n1 | -39 | -3.8 | 3 | -8 | 76 | -11 | 73 | 3 | 4 | 9
44 | CC(C)OC(=O)/C(C#N)=C/c1cn(Cc2ccccc2)c2ccccc12 | / | 2.9 | -1 | -46 | 78 | -12 | 83 | 6 | / | 5
45 | C#CCOCCOCCOCCNc1nc(N2CCN(C(=O)[C@H](C)n3cc(CCCN=C(N)N)nn3)CC2)nc(N2CCN(C(=O)[C@H](Cc3ccc(O)cc3)n3cc(CCO)nn3)CC2)n1 | 9 | -1.4 | -1 | 5 | 86 | -14 | 87 | -1 | / | 4
46 | CCOc1ccccc1NC1=C(Cl)C(=O)N(c2ccccc2)C1=O | / | -1.3 | -1 | -44 | 97 | 2 | 98 | 6 | -2 | 23
47 | NS(=O)(=O)c1ccc2nc(NC(=O)C3CCCO3)sc2c1 (configuration not stated) | 3 | -2.3 | 0 | -32 | 100 | -1 | 103 | 1 | -4 | 8
48 | CSc1cccc(NS(=O)(=O)c2cccs2)c1 | 12 | -0.7 | 13 | -87 | 90 | -3 | 97 | 1 | -6 | 4
49 | C=CCc1c(C)nc2c(C(=O)O)cnn2c1C | 0 | -3.2 | -24 | -40 | 88 | 10 | 101 | 0 | -2 | 8
50 | CCC(=O)NC(C)c1nc2ccccc2n1C (configuration not stated) | -30 | -0.9 | -6 | -22 | 104 | 0 | 94 | 0 | 1 | 13
51 | Cc1ccc(OCc2nc(C#N)c(NCc3ccc4c(c3)OCO4)o2)cc1 | 36 | -2.5 | -19 | -51 | 101 | -8 | 93 | 22* | -1 | 18
52 | Cc1cc(NCCNC2=CC(=O)CCC2)nc2ccccc12 | -51 | -2.5 | -4 | -33 | 89 | 7 | 101 | 2 | / | 28
53 | CC(C)NS(=O)(=O)c1ccc(OCC(N)=O)c(Cl)c1 | -41 | -0.5 | -7 | -67 | 98 | 0 | 95 | 4 | 3 | 5
54 | COc1ccccc1NC(=S)NCC1CCCO1 (configuration not stated) | -14 | -1.8 | 1 | -9 | 100 | 7 | 100 | 0 | -6 | 6
55 | CCCCOc1ccc(C(=O)NCCCC(=O)N2CCCCC2)cc1 | -22 | -3.0 | -13 | -45 | 95 | 2 | 88 | -1 | -1 | 5
56 | O=C(CC1CC2CCC1C2)OCC(=O)c1c[nH]c2ccccc12 (configuration not stated) | -9 | -4.0 | -14 | -36 | 74 | 12 | 89 | 0 | -1 | 20
57 | CC(C)CC(=O)NC(=S)Nc1ccccc1C(=O)Nc1ccccc1 | -19 | -2.1 | -8 | -33 | 93 | 7 | 91 | 4 | / | 4
58 | CC1CCCCC1NC(=O)COc1ccc(-n2cnnn2)cc1 (configuration not stated) | -9 | -1.4 | -3 | -2 | 89 | -6 | 95 | 4 | 1 | 16
